LANA DNA inh: inhibitors of KSHV C-LANA binding to DNA, primary screen, biochemical, fluorescence polarization, FAM-LBS DNA, MBP-C-LANA, single point. hit rate 0.078% among 340,000. inhibition, % at 9 µM. Kaposi's sarcoma herpesvirus LANA C-terminal domain (residues 932-1162) DNA binding;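 active means highest replicate inhibition at or above 60% at 9 µM, even if other replicates fall short; inactive means all replicates below 60% inhibition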;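 further: 0% = neutral control wells and 100% = 4 µM acridine orange control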
Keap1 Nrf2 FP: Keap1-Nrf2 protein-protein interaction inhibitors, primary screen, biochemical, fluorescence polarization, single point; Kelch-like ECH-associated protein 1 (Homo sapiens), Q14145; Keap1 Kelch-Nrf2 peptide fluorescence polarization, 1536-well; inhibition, % at 9.4 µM; hit rate 0.15% among 340,000; AID 504523, 2011; in the data active means inhibition above about 12%;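 further: human Keap1 Kelch domain with fluorescein labeled Nrf2 9mer peptide probe; 0% = neutral control wells and 100% = peptide positive control; higher means more block of Keap1 binding to Nrf2 peptide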
NSD2 inh: NSD2 histone methyltransferase inhibitors, primary screen, biochemical, AlphaScreen, single concentration, set 2; inhibition, % at 12.5 µM; Histone-lysine N-methyltransferase NSD2 (Homo sapiens), O96028; hit rate 0.54% among 310,000; NSD2 peptide methylation, 120 min; in the data active means inhibition above about 50%
Target sequence (O96028 whole entry, looked up): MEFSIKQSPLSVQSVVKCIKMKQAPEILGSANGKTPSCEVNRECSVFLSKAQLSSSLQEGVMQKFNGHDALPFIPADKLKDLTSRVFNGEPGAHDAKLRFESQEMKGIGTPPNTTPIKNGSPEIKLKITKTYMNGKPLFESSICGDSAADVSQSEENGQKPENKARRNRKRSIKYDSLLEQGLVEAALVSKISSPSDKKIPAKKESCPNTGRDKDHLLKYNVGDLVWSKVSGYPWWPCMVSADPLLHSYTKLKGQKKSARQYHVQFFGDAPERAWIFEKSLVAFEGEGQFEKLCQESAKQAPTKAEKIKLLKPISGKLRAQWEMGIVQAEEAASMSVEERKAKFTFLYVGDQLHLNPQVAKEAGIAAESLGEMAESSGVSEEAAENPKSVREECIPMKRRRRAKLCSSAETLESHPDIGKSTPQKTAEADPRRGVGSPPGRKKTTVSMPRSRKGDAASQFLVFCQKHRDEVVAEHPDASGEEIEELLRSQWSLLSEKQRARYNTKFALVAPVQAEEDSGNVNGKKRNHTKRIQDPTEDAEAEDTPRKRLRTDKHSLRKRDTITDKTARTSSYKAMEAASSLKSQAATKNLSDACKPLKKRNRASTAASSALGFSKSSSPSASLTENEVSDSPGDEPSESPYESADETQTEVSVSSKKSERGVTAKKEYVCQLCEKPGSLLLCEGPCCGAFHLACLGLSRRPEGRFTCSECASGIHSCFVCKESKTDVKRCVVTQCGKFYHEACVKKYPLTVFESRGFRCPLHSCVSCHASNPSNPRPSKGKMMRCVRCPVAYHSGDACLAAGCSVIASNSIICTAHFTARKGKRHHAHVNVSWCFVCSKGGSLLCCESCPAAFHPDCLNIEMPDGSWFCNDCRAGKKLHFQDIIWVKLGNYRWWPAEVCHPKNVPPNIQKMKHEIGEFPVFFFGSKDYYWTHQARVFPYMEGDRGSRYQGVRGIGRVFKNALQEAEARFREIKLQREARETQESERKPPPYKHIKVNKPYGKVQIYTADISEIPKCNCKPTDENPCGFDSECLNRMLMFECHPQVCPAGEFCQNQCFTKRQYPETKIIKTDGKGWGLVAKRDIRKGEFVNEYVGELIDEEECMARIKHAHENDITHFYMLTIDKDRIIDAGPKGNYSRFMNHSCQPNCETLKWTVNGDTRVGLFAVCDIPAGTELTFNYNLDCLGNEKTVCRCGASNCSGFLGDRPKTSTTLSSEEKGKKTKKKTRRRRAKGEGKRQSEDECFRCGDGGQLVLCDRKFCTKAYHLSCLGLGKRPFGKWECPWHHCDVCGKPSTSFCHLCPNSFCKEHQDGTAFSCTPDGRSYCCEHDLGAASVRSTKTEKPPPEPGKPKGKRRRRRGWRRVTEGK
Cardiac RTF inh: cardiac RTF calcium sensitivity inhibitors, primary screen, biochemical, IANBD-TnC fluorescence, EC70 calcium. hit rate 0.12% among 340,000. Troponin I, cardiac muscle (Homo sapiens) + Troponin T, cardiac muscle (Homo sapiens) + …. AID 493244, 2011. IANBD-labeled cardiac RTF, Ca2+ fluorescence. inhibition, % at 7.15 µM;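 active means inhibition above the mean inhibition of all tested compounds plus 3 SD, cut at about 17% in these data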;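 further: assay run at fixed EC70 calcium of 1.6 mM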
SR-BI DiI inh: inhibitors of SR-BI mediated HDL lipid uptake, primary screen, ldlA[mSR-BI] cells, fluorescence, single point | Scavenger receptor class B member 1 (Mus musculus), Q61009 | ldlA[mSR-BI] CHO cells, DiI-HDL uptake fluorescence, 3 h | inhibition, % at 12.5 µM | hit rate 0.96% among 320,000 | AID 488896, 2010;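 active means mean replicate inhibition of at least 70% and a set share of replicates each scoring 70 or more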;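 further: 0% = median of neutral control wells and 100% = median of positive control wells; values of inactives mirror those of a sister screen read the other way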
DAGLB inh: DAGLB lipase inhibitors, primary screen, biochemical, fluorescence, HTS; Diacylglycerol lipase-beta (Homo sapiens), Q8NCG7; HEK293T DAGLB membrane lysate, EnzChek fluorogenic substrate; inhibition, % at 5.17 µM; hit rate 0.059% among 340,000; AID 504411, 2011; in the data active means inhibition above about 34%;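 further: 0% = enzyme with vehicle and 100% = wells lacking enzyme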
SR-BI DiI-HDL act: activators of SR-BI mediated DiI-HDL uptake, primary screen, ldlA[mSR-BI] CHO cells, DiI fluorescence | 3 h; 100 = double the neutral-control signal | activation, % at 12.5 µM | hit rate 0.096% among 320,000;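 active means mean replicate activation of at least 60% and every replicate at or above 60%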;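 further: 0% = median plate neutral-control signal and 100% = twice that signal; values of inactives mirror those of a sister screen read the other way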
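material = CHO ldlA[mSR-BI] cells | medium = Ham's F12 with 0.5% BSA, HEPES 25 mM, pH 7.4 | reagent = fluorescent DiI-HDL, 10 µg/mL final | compound dosing = single-point compound dose | incubation = 3 h, 37 °C | measured by = bottom-read fluorescence, 550/595 nm | measure = HDL uptake via cellular fluorescence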
Arrestin-AP2 inh: inhibitors of beta-arrestin/AP2 binding, primary screen, biochemical, GPCR trafficking, flow cytometry | beta-arrestin 1 C-terminal peptide binding to AP2 beta2-adaptin appendage (human) | FITC-arrestin peptide / GST-AP2 beads; AP2 beta2 appendage carries R879A mutation | inhibition, % at 10 µM | hit rate 0.31% among 340,000 | AID 504490, 2011;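 active means inhibition above a set limit, near 3 SD of compounds lacking own fluorescence, cut at about 54% in these data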;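 further: plate controls were DMSO wells for no effect and 5 µM unlabelled arrestin peptide for full effect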
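System: GST-AP2 R879A glutathione beads. Medium: PBS with 0.05% Tween 20 and 0.1% BSA. Also added: FITC-arrestin peptide, 50 nM. Incubation: 12 min plus 1 h, RT. Measured by: high-throughput flow cytometry of beads, ex 488, em 535 nm. Evaluation: percent drop in bead-associated FITC signal.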
PKA-R2B act: activators of PKA-R2B holoenzyme, primary screen, biochemical, fluorescence polarization, Cy5-IP20, human. hit rate 0.079% among 340,000. cAMP-dependent protein kinase catalytic subunit beta (Homo sapiens) + cAMP-dependent …. activation, % at 11.4 µM. PKA-R2B holoenzyme dissociation; R2B truncated from residue 108, S112A mutant; 0% DMSO only, 100% 113 µM cGMP;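 active means activation above a cutoff set at the mean over all compounds plus 3 SD, cut at about 18% in these data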;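 further: higher means more holoenzyme dissociation and a rise in polarization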
PvdQ inh: P. aeruginosa PvdQ acylase inhibitors, primary screen, biochemical, fluorescence, plate reader and imaging, single point. PvdQ acylase [Pseudomonas aeruginosa LESB58]. purified PvdQ acylase. hit rate 0.063% among 340,000. inhibition, % at 10 µM. AID 488965, 2010; in the data active means inhibition above about 30%, passing the limit was not always enough;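 further: 0% = vehicle neutral wells and 100% = reference inhibitor wells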
The depositor's hits bear a star; . = no result given.

SMILES	LANA DNA inh	Keap1 Nrf2 FP	NSD2 inh	Cardiac RTF inh	SR-BI DiI inh	DAGLB inh	SR-BI DiI-HDL act	Arrestin-AP2 inh	PKA-R2B act	PvdQ inh
Cc1nn(-c2cccc(Cl)c2)c2nc(-c3ccco3)cc(C(=O)O)c12	3.9	-1	26	4	-9	9	9	31	0	5
N#Cc1ccc(NC(=O)COC(=O)CNC(=O)C2CCCCC2)cc1	0.5	6	-7	9	.	2	.	-6	9	-6
CSc1ccc(C(C(C(=O)c2cccs2)N2CCOCC2)N2CCOCC2)cc1 (configuration not stated)	-1.5	0	1	1	-65	0	65*	4	3	7
COc1ccc(NC(=O)CN(c2ccc([N+](=O)[O-])cc2)S(=O)(=O)c2ccccc2)c(OC)c1	-1.7	-1	-3	6	24	1	-24	2	-4	7
Cc1noc(NS(=O)(=O)c2ccc(N/C=C/C(=O)c3ccc(F)cc3)cc2)c1C	0.4	-4	2	0	10	1	-10	35	10	4
OC1(c2ccccc2)Cc2cccc[n+]2C1c1ccccc1 (configuration not stated)	0.9	-2	-1	5	-18	0	18	-12	2	15
COc1ccc(N2CCN(C(=O)CCCn3c(=S)[nH]c4cc5c(cc4c3=O)OCO5)CC2)cc1	0.4	3	0	-10	20	1	-20	-2	-9	-6
COc1cccc(/C=C/C(=O)OCC(=O)NC(=O)NC2CCCCC2)c1	-0.6	-6	4	-8	-6	-6	6	2	7	-18
COc1ccccc1NC(=O)c1cc(-c2ccc(C)o2)nc2ccccc12	2.2	4	-1	7	.	-8	.	-7	-6	-6
Cc1c(C(=O)NNC(=S)NCc2ccc(Cl)cc2)oc2ccccc12	0.2	-5	1	-3	-37	3	37	7	1	-17
CCOCCCNCc1cccc(OCc2ccc(F)cc2)c1	0.3	-3	4	8	-4	-1	4	19	-15	-12
N#Cc1c(NC(=O)c2cc(-n3cnnc3)ccc2Cl)sc2c1CCCC2	-0.4	0	.	-5	57	-3	-57	26	4	4
COc1ccnc(Oc2ccc(F)cc2)c1C(=O)N/C=N/OCc1ccc(Cl)cc1Cl	0.1	-2	3	-11	16	-1	-16	-2	-17	-5
CCCCC(=O)Nc1ccc(C(=O)NNC(=S)NC(=O)c2cccs2)cc1	-0.4	-1	-5	-24	-6	1	6	-2	-3	-11
CCOc1ccc(N(CC(=O)N2CC=C(c3ccccc3)CC2)S(=O)(=O)c2c(C)noc2C)cc1	0.7	-1	.	-8	-7	-1	7	5	0	-10
N#Cc1ccc(NC(=S)NCCN2CCOCC2)cc1	-1.9	1	-2	-3	-11	0	11	-10	-13	-16
CC(C)n1ncc2c(C(=O)N3CCN(c4ccc(F)cc4)CC3)cc(-c3ccccc3)nc21	1.8	-5	0	4	-15	0	15	-7	-7	-2
O=C1OCCN1C(=O)[C@H]1[C@H](c2ccc([N+](=O)[O-])cc2)C(c2cccc(Cl)c2)=NN1c1ccccc1	3.2	-1	.	4	24	1	-24	7	-1	-9
CCOP(=O)(c1ccc(N(C)C)cc1)C(O)c1ccc(Cl)cc1 (configuration not stated)	2.7	2	1	-7	-54	6	54	5	6	-4
COc1cccc(-c2nn(-c3ccccc3)cc2CN(C)Cc2c(C)nc3ccccn23)c1	0.2	4	-1	-8	12	2	-12	11	-3	-11
Cn1nccc1C(=O)NC1CCCc2c1cnn2-c1ccc(F)cc1F (configuration not stated)	-1.0	-1	0	-7	1	3	-1	-4	2	-6
Cn1cccc1C(=O)/C(C#N)=C/c1ccc(F)cc1	6.0	-11	11	-14	-11	-4	11	14	0	-11
CCOC(=O)c1c(NC(=O)CSc2nc3ccc(OC)cc3[nH]2)sc2c1CC(C)(C)NC2(C)C	1.2	-5	4	-6	61	0	-61	-5	0	9
CCCSc1ccc(C(=O)Nc2ccc(Cl)cc2)cn1	-2.0	4	-3	-8	10	-12	-10	24	-12	10
O=C(NCc1ccco1)NC1CCCCC1	0.3	-3	1	-7	-16	2	16	-8	-1	-21
COc1ccc2nc(C)cc(SCC(=O)N/N=C/c3ccccc3)c2c1	0.8	-6	-1	0	38	-1	-38	-8	0	-9
Cn1sc(NC(=O)c2ccccc2Cl)nc1=O	-1.3	-3	-1	9	-24	1	24	5	4	1
O=S(=O)(NCc1nnc2ccccn12)c1ccc(F)cc1	-0.2	-2	1	-7	-5	-3	5	-3	-4	-17
CC(=O)Nc1ccc(NC(=O)CSC2=NS(=O)(=O)c3cc(Cl)ccc3N2)cc1	-0.5	0	0	3	5	4	-5	2	-3	4
CCC(C)NC(=S)N(Cc1cc2cc(C)ccc2n2nnnc12)CC(C)(C)NC(C)C (configuration not stated)	-1.1	9	-1	-5	-29	0	29	16	4	-6
O=C(NC1CCCCC1)[C@@H]1CSC2c3ccccc3C(=O)N21 (some centres not stated)	-0.1	-5	-3	1	-22	1	22	11	2	-2
CC(=O)NS(=O)(=O)c1ccc(N=NN2CCCCCC2)cc1	-0.8	1	-3	4	-6	-1	6	30	-2	0
O=C(N/N=C/c1ccc([N+](=O)[O-])s1)c1cccc(Br)c1	1.1	1	0	2	21	-2	-21	12	4	-17
COc1ccccc1C(=O)n1nc(-c2ccco2)nc1SC	0.0	-52	.	12	-19	0	19	3	-3	3
O=C(C1CCCN(Cc2ccc([N+](=O)[O-])cc2)C1)N1CCCCC1 (configuration not stated)	0.0	-7	29	-3	-2	-1	2	12	-2	-8
O=C1N(C2CCCC2)C[C@@H]2C[C@@H](c3cccn3-c3nccs3)N3CCC[C@@]123	0.8	-6	0	-3	-34	1	34	7	4	-13
O=C(O)Cn1c(SCCOc2ccc(Cl)cc2)nc2ccccc21	1.5	-2	-2	-5	-13	4	13	8	2	3
C[C@H](CO)N1C[C@H](C)[C@@H](CN(C)S(C)(=O)=O)Oc2c(NC(=O)Nc3ccc4c(c3)OCO4)cccc2C1=O	2.2	2	.	-6	4	-1	-4	32	-2	5
CCOc1ccc(S(=O)(=O)NCc2csc(C)n2)cc1	-0.4	-7	29	3	-4	-2	4	0	2	-13
CCCCNC(=O)COC(=O)c1cc(F)c(F)cc1Cl	0.1	2	-5	-3	-16	0	16	3	4	-5
CS(=O)(=O)c1ncc(CO)n1Cc1ccccc1	0.0	3	0	8	-16	-3	16	28	-10	-5
O=C(C[C@H]1C/C=C\C[C@H](Cc2ccc(F)cc2)C(=O)OCCNC1=O)NCCO	-1.5	-3	.	-12	-1	-2	1	2	-5	-18
O=C(CSc1nnc(-c2ccc(O)cc2)o1)NNC(=O)c1ccncc1	0.9	-1	-1	8	-2	-3	2	6	-16	3
CCCCN(C(=O)COC(=O)COc1c(C)cc(C)cc1C)c1c(N)n(CCC)c(=O)[nH]c1=O	0.1	1	0	-12	2	1	-2	5	-2	-6
Nc1cccc(Oc2c(F)c(F)c(Oc3cccc(N)c3)c(F)c2F)c1	3.4	4	-2	.	-6	.	6	-9	.	-12
O=c1[nH]cc(S(=O)(=O)c2ccccc2)[nH]1	-0.2	-3	-3	0	-5	-4	5	36	-5	-2
Fc1ccc(-n2c(-c3cc(C4CC4)[nH]n3)n[nH]c2=S)cc1Cl	1.6	3	4	-5	-8	0	8	4	-3	8
O=C(N=C1SC2CS(=O)(=O)CC2N1CCc1ccccc1)C1CC1 (configuration not stated)	-0.5	0	-5	0	3	-2	-3	-8	-11	-18
O=C(O)CC/C(=C/c1cccc(NC(=O)c2ccccc2Cl)c1)c1nc2ccccc2s1	1.8	0	-4	1	17	5	-17	12	-4	6
Cc1cc(C)c(C)c(S(=O)(=O)N[C@@H](C)C(=O)OCC(=O)NC2CCCC(C)C2C)c1C (some centres not stated)	0.9	1	1	-7	6	-1	-6	24	-8	-5
COc1ccc(CNC(=O)Cn2cccc2C(=O)c2ccccc2)cc1	0.2	-6	0	-7	-12	0	12	-5	-3	-18

Sorted by length of the SMILES (low to high): part of the list above.
SMILES	LANA DNA inh	Keap1 Nrf2 FP	NSD2 inh	Cardiac RTF inh	SR-BI DiI inh	DAGLB inh	SR-BI DiI-HDL act	Arrestin-AP2 inh	PKA-R2B act	PvdQ inh
CS(=O)(=O)c1ncc(CO)n1Cc1ccccc1	0.0	3	0	8	-16	-3	16	28	-10	-5
CCCCNC(=O)COC(=O)c1cc(F)c(F)cc1Cl	0.1	2	-5	-3	-16	0	16	3	4	-5
CCOc1ccc(S(=O)(=O)NCc2csc(C)n2)cc1	-0.4	-7	29	3	-4	-2	4	0	2	-13
O=C(N=C1SC2CS(=O)(=O)CC2N1CCc1ccccc1)C1CC1 (configuration not stated)	-0.5	0	-5	0	3	-2	-3	-8	-11	-18
Nc1cccc(Oc2c(F)c(F)c(Oc3cccc(N)c3)c(F)c2F)c1	3.4	4	-2	.	-6	.	6	-9	.	-12
Fc1ccc(-n2c(-c3cc(C4CC4)[nH]n3)n[nH]c2=S)cc1Cl	1.6	3	4	-5	-8	0	8	4	-3	8
O=C(O)CC/C(=C/c1cccc(NC(=O)c2ccccc2Cl)c1)c1nc2ccccc2s1	1.8	0	-4	1	17	5	-17	12	-4	6
O=C(C[C@H]1C/C=C\C[C@H](Cc2ccc(F)cc2)C(=O)OCCNC1=O)NCCO	-1.5	-3	.	-12	-1	-2	1	2	-5	-18
CCCCN(C(=O)COC(=O)COc1c(C)cc(C)cc1C)c1c(N)n(CCC)c(=O)[nH]c1=O	0.1	1	0	-12	2	1	-2	5	-2	-6
Cc1cc(C)c(C)c(S(=O)(=O)N[C@@H](C)C(=O)OCC(=O)NC2CCCC(C)C2C)c1C (some centres not stated)	0.9	1	1	-7	6	-1	-6	24	-8	-5

Source: PubChem (several laboratories)
